HCV NS3 hel inh: inhibitors of HCV NS3 helicase, primary screen, biochemical, Cy5 molecular beacon fluorescence; NS3 helicase DNA unwinding; inhibition, % at 10.9 µM; 0.56% of 290,000 active; AID 1800, 2009;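 active = inhibition above the mean of all tested compounds plus 3 SD, set per campaign, cut at about 35% in these data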;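 note: 0% = DMSO wells and 100% = thioflavine S control wells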
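Assay system: hepatitis C virus NS3 helicase domain fragment enzyme. Also added: annealed dual-labelled DNA beacon duplex, ATP-started. Timing: 1 h reaction at 25 °C, ATP-initiated. Technique: Cy5 fluorescence at 0 and 60 min, beacon hairpin quenching. Evaluation: % inhibition of unwinding. Replication: one well per compound.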
IDE inh: human IDE inhibitors in live cells, primary screen, fluorescence polarization, HEK cells, FAbetaB substrate. Insulin-degrading enzyme (Homo sapiens), P14735. FAbetaB cleavage. inhibition, % at 5.59 µM. 0.41% of 320,000 active;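 active = percent inhibition above the average of all tested compounds plus 3 SD, set per screening campaign, cut at about 16% in these data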;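 note: IDE supplied by intact live HEK cells; FP after avidin binding of uncleaved biotin substrate so inhibition keeps polarization high; 0% = DMSO wells and 100% = 60 µM reference IDE inhibitor Ii1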
VIM-2 inh: VIM-2 metallo-beta-lactamase inhibitors, primary screen, biochemical, epi-absorbance readout, Pseudomonas aeruginosa enzyme; purified VIM-2, nitrocefin hydrolysis, epi-absorbance fluorescence; inhibition, % at 5.6 µM; 0.89% of 290,000 active;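 active = inhibition above the mean of all tested compounds plus 3 SD, cutoff set per screening run, cut at about 7.5% in these data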;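 note: red hydrolysis product quenches plate fluorescence so inhibitors raise well fluorescence; 0% = enzyme with DMSO and 100% = DMSO without enzyme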
pCIP destab: p/CIP-EGFP fusion destabilizers, primary screen, fluorescence, F442A cells. Q05BA5. 16 h. decrease of EGFP signal, % at 10 µM. 0.01% of 290,000 active;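 active = EGFP signal decrease of at least 30% at 10 µM or well 3 SD below plate mean, unless failing retest; inactive = the rest, including hits failing retest or dose response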; note: some compounds called inactive have numbers as strong as hits; many of its hits are not listed in these tables
PfM18AAP inh: PfM18AAP inhibitors, malaria aminopeptidase, primary screen, biochemical, QFRET, recombinant enzyme; M18 aspartyl aminopeptidase (Plasmodium falciparum 3D7); H-Glu-NHMec fluorogenic cleavage; inhibition, % at 7.35 µM; 1.2% of 290,000 active; AID 1822, 2009;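 active = inhibition above the campaign mean inhibition over all tested compounds plus 3 SD, cut at about 28% in these data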;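 note: 0% = plate median of test compound wells and 100% = 2 mM ZnCl2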
DNA FID counter: compounds displacing fluorescent DNA intercalator, primary screen, artefact control for HCV NS3 helicase inhibitor project, biochemical, FID fluorescence. DNA fluorescent intercalator displacement. inhibition, % at 7.9 µM. 0.17% of 290,000 active. AID 1845, 2009; in the data active = inhibition above about 37%;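 note: 0% = vehicle and 100% = reference compound; higher means more ethidium bromide displaced from hairpin DNA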
UBC9 SUMO inh: inhibitors of in vitro SUMOylation cascade, primary screen, biochemical, HTRF, uHTS. SUMO-conjugating enzyme UBC9 (Homo sapiens), P63279. HTRF SUMOylation assay, SAE1/SAE2 + UBC9. inhibition, % at 35 µM. 0.36% of 290,000 active; in the data active = inhibition above about 50%, passing the limit was not always enough; note: strong numbers were not always called active
Target sequence (P63279 whole entry, looked up): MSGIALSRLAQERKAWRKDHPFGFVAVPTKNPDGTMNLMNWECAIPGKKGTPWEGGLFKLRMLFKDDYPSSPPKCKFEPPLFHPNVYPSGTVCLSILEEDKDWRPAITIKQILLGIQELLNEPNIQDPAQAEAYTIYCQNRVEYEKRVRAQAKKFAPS
IMP-1 inhibitor: IMP-1 metallo-beta-lactamase inhibitors, primary screen, biochemical, epi-absorbance readout, Pseudomonas aeruginosa enzyme; metallo-beta-lactamase IMP-1 (Pseudomonas aeruginosa); purified IMP-1, nitrocefin hydrolysis, epi-absorbance fluorescence; inhibition, % at 5.6 µM; 0.45% of 290,000 active; AID 1556, 2009;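 active = inhibition above the mean plus 3 SD of all compounds in the same screening run, cut at about 4.5% in these data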;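 note: 0% = IMP-1 with DMSO and 100% = DMSO wells lacking enzyme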
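System: Purified IMP-1 | Read-out basis: Percent enzyme inhibition | Controls: IMP-1 with DMSO as 0%, enzyme-free DMSO as 100% | Replicates: One well per compound | Doses: 5.6 µM nominal single concentration | Detection: Epi-absorbance fluorescence, 480 nm excitation, 530 nm emission | Incubation: 25 °C, 15 min preincubation, 25 min reaction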
IDE cell activ: human IDE activators in live cells, primary screen, fluorescence polarization, HEK cells, FAbeta-B substrate | Insulin-degrading enzyme (Homo sapiens), P14735 | FAbeta-B cleavage; 0% vehicle, 100% cell-free pure enzyme wells | activation, % at 5.96 µM | 0.073% of 340,000 active;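 active = activation above the mean of all tested compounds plus 3 SD, set per screening campaign, cut at about 17% in these data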
* hit, by the source's call; . = not tested or not shown.

SMILES,HCV NS3 hel inh,IDE inh,VIM-2 inh,pCIP destab,PfM18AAP inh,DNA FID counter,UBC9 SUMO inh,IMP-1 inhibitor,IDE cell activ
O=C(NCCN1CCOCC1)C1CCC(=O)N1Cc1ccc(F)cc1 (stereo not given),-2,5,-0.9,2,-4,0,4,-3.6,-1
CC(=O)Nc1ccc(C(=O)COC(=O)CCN2C(=O)C3CC=CCC3C2=O)cc1 (stereo not given),9,-6,0.2,-2,-14,-14,21,-0.9,-5
Cc1cc(N2CCCCC2)n2ncc(-c3ccc(Cl)cc3)c2n1,4,2,-3.0,4,-2,3,2,-0.7,4
O=C(Nc1cc(C(=O)N2CCOCC2)ccc1N1CCCC1)c1cccs1,-3,0,1.4,-16,0,-10,14,-1.1,1
Cc1ccc(N(C(=O)c2ccccn2)C2(C(=O)NC3CCCC3)CCCCC2)cc1,0,2,-2.7,5,-1,-35,0,-3.0,3
CN(C(=O)Nc1ccc(C(C)(C)C)cc1)C1CCCCC1,4,3,-1.7,-12,1,-1,-1,-3.9,0
CCc1c(C)sc(NC(=O)c2cc(C3CC3)on2)c1C#N,.,-5,.,-14,.,.,7,.,5
CC(C)n1cc(/C=C2\NC(=O)N(c3cccc(Cl)c3)C2=O)c2ccccc21,-7,4,-4.3,1,-3,2,12,-2.2,-2
CCOc1c2ccc(C(=O)NCc3ccco3)cc2nn1CC,4,3,-0.9,-19,-1,-6,21,-1.4,1
COc1cccc(CC2(CO)CCCN(Cc3ccc(OC)c(C)c3OC)C2)c1 (stereo not given),-48,3,-1.1,3,3,14,-2,-0.5,2
CN(CCCNC(=O)C1CCC(=O)N1Cc1ccc(F)cc1)c1ccccc1 (stereo not given),-3,0,-4.9,-6,3,-15,-3,-2.7,1
COc1cc2c(cc1OC)CN(Cc1cc(=O)n3cc(C)ccc3n1)CC2,.,-8,.,-6,.,.,33,.,2
CC(C)c1ccc(OCC(=O)N2CCN(c3ccccn3)CC2)c(Br)c1,-8,3,-1.8,5,3,-43,-13,-2.1,2
CCN1CCCC1CN(Cc1cc2ccc(C)cc2[nH]c1=O)C(=S)Nc1ccc(F)cc1 (stereo not given),-33,-2,10*,-5,16,21,6,-0.2,8
NC(=O)Cn1c(=O)n(CCC(=O)Nc2ccc(F)cc2)c(=O)c2sccc21,3,-3,-3.1,-1,1,-7,11,-5.0,1
Cc1ccc(CNC(=S)N(C)C)cc1,-10,-4,-1.4,-1,0,-2,8,-1.7,8
Cc1ccc(C(=O)NNC(=S)NC(=O)c2ccc(Cl)cc2Cl)cc1,8,1,-4.6,0,-8,-17,-41,-2.4,0
Cc1ccc(S(=O)(=O)N2CCN(CC(=O)N/N=C/c3ccccc3OCC(=O)O)CC2)cc1,5,-1,-2.5,-7,-1,-42,8,-2.2,.
O=C(NN1C(=O)C2C(c3ccccc3)C=CC(c3ccccc3)C2C1=O)c1ccccc1 (stereo not given),-30,9,1.9,1,-2,-14,-8,34*,-8
O=[N+]([O-])c1cc([N+](=O)[O-])c(Oc2ccc(F)cc2)cc1NN1CCCCC1,-17,-3,-4.1,-2,0,-1,17,-3.1,2
CCOC(=O)N1CCC(NC(=O)Cc2cn(C)c3ccccc23)CC1,-1,7,-0.2,-28,0,-17,30,-1.5,-1
COc1ccccc1C(=O)Nc1cccc2cccnc12,-3,-4,2.7,-18,-2,-15,4,-1.8,-1
COc1cc(S(=O)(=O)N2CCCCC2)ccc1NC(=O)c1ccc(F)cc1,6,10,-1.9,-9,2,-8,-1,-2.2,0
O=C(CCn1c(=O)[nH]c2ccsc2c1=O)N(CCc1ccccc1)Cc1ccccc1,-14,2,-1.6,-14,-3,-28,4,-2.1,0
COc1ccc(C)cc1S(=O)(=O)N(C)CC(=O)N1CCN(c2ccccc2)CC1,1,4,-5.1,-13,0,-27,17,-4.2,3
O=[N+]([O-])c1ccccc1SNc1ccccn1,-6,1,-4.0,0,6,0,-9,-1.4,-3
Cc1c(NC(=O)CN2C(=O)NC(C)(c3ccccc3)C2=O)c(=O)n(-c2ccccc2)n1C (stereo not given),-14,2,-2.4,-3,2,-2,-2,-0.5,1
CC(C)CNC(=S)N1CCC(Cc2ccccc2)CC1,2,.,-3.4,-3,0,-29,-5,-2.1,-2
Cc1ccc(C(=O)NC2CCN(C(=O)N3CCOCC3)CC2)cc1,-1,2,-0.5,-8,1,0,-2,-2.9,4
CC(C)[C@@H]1NC(=O)c2cc([N+](=O)[O-])cc(I)c2OCC[C@@H](C(N)=O)NC(=O)[C@H](CCC(=O)O)NC1=O,3,0,-4.6,-6,4,-6,6,-0.3,6
CC(C)(C)OC(=O)N1CCCN(C(=O)Nc2ccc(OC(F)(F)F)cc2)CC1,-2,-4,0.0,-7,-3,-25,-3,0.7,3
CC(C)c1ccc(S(=O)(=O)Nc2ccc(O)c(Sc3ncn[nH]3)c2)cc1,7,.,-5.6,-11,58*,-19,-1,-4.0,-1
CCOC(=O)c1cccc(N/C=C/C(=O)c2ccc(OC)c(OC)c2)c1,-10,8,1.7,-9,-4,-18,-10,-1.8,-2
CN(C)CCNC(=O)c1ccc2c(=O)n(Cc3ccc(Cl)cc3)c(=S)[nH]c2c1,-98,2,-0.8,-2,-3,21,16,-1.2,-2
COc1ccc(NC(=O)CSc2nnc(C3CCCCC3)n2N)cc1OC,0,7,-0.6,-6,-1,-7,-9,-2.1,0
O/N=C/c1ccn(-c2ccc(Br)cc2)c1,10,9,-1.2,-11,-2,-4,20,-1.8,-2
Cc1ccc(/C=C(\NC(=O)c2ccccc2)C(=O)NC2CCN(Cc3ccccc3)CC2)o1,-23,2,-0.7,-1,3,3,5,-0.5,-2
Nc1ccc(Br)c[n+]1Cc1cccc2cccnc12,-5,-2,-1.4,-2,-13,0,-3,-3.4,4
Cc1ccc(/C=C2\SC(=S)N(CCC(=O)N3CCCCC3)C2=O)cc1,5,6,-2.5,-8,2,-12,-12,-5.5,0
Cc1cc(C)nc(Nc2cccc(C(F)(F)F)c2)n1,2,2,-0.8,-11,2,-5,5,-2.4,1
O=C(/C=C/c1ccco1)NCC(=O)N/N=C/c1ccc([N+](=O)[O-])cc1,5,0,1.1,-4,1,7,10,-2.3,-4
COCCCNC(=O)CN1C(=O)CSc2ncccc21,3,2,-0.7,4,0,2,-1,-1.9,2
CCc1cccc(NC(=O)CNC(=O)N2CC(=O)Nc3ccccc32)c1,5,-2,-0.4,2,-7,-15,6,-0.6,3
O=C(c1ccccc1)c1ccc(OC(=O)C2CCCCC2)cc1,-7,-3,-2.0,-11,-1,-20,14,-2.7,7
COc1ccc(C(=O)NCC(=O)NCC(=O)OCC(=O)c2cccs2)cc1,-6,5,-4.2,-4,-3,-3,1,-2.1,6
O=C(c1ccc(Cl)c(Cl)c1)N1CCCC1,3,0,-1.1,3,1,-2,13,-3.4,2
Nn1c(-c2ccccc2)nc2cc(Cl)ccc2c1=O,-5,1,0.3,-10,3,-3,15,-2.0,-3
O=C(O)c1ccc(-c2nc(-c3ccccc3)cs2)cc1,21,1,-1.5,2,-8,-26,20,-2.0,2
COc1nc(N(C)S(=O)(=O)c2ccc(C)cc2)nc(C)c1Br,-4,-4,1.6,-10,-4,-20,-2,-1.0,-2
CC(=O)Nc1ccc(N(C(=O)c2ccco2)C(C(=O)NC2CCCC2)c2cccs2)cc1 (stereo not given),-1,4,1.5,5,-6,-10,-3,-3.5,3
Cc1nc2ccccc2nc1OCc1cccc(Cl)c1,-12,4,-1.6,-2,-12,-11,-17,-1.8,-4
CCc1cc(=O)oc2cc(C)cc(OCC(=O)NCC3CCC(C(=O)O)CC3)c12 (stereo not given),11,0,-2.4,8,1,-32,22,-2.9,6
CCOc1cc(S(=O)(=O)Nc2ccccn2)ccc1F,9,-1,-1.3,-5,1,0,10,0.5,5
CCn1c(SCC(=O)NNC(=O)c2ccc(OC)cc2)nnc1C(C)C,2,-1,-5.5,-15,4,-7,12,-2.1,1
COc1ccc(CCNC(=O)C2CCN(c3ccc(N4CCOCC4)nn3)CC2)c(OC)c1,11,-2,-2.6,-2,-4,-17,14,-4.0,-1
CCOc1ccc(/C=C/C(=O)c2c(O)cc(C)oc2=O)cc1,6,12,-2.9,-32,-1,-18,22,-4.0,-6
CCOCCCNC(=S)Nc1ccc2nc(N3CCOCC3)cc(C)c2c1,19,1,1.1,7,26,1,-1,0.6,1
O=c1nc(NC2CCCC2)ccn1Cc1cccc(Br)c1,2,4,-1.8,3,0,-11,15,-4.2,-10
OC1CCN(c2c3c(nc4cc(-c5ccc(F)cc5)nn24)CCC3)CC1,-2,-4,0.1,-18,-2,-16,-10,-0.7,-2
CCN1/C(=C2\OC(=S)N(C)C2=O)C=Cc2ccccc21,7,6,-0.6,-6,-9,1,-12,-2.4,1

Other compounds follow.
SMILES,HCV NS3 hel inh,IDE inh,VIM-2 inh,pCIP destab,PfM18AAP inh,DNA FID counter,UBC9 SUMO inh,IMP-1 inhibitor,IDE cell activ
Cc1ccc(-c2ccc(CCC(=O)O)n2-c2ccc(C(=O)O)cc2)cc1,27,.,-0.1,0,21,-31,-12,0.0,4
CNc1nc(Cl)c(SC)c(N2CCOCC2)n1,-1,3,-1.5,-20,2,0,8,-2.3,3
COc1cc(C(=O)Nc2ccc(S(=O)(=O)Nc3ncccn3)cc2)c([N+](=O)[O-])cc1OC,1,0,-0.9,8,0,1,14,-1.8,0
CCOC(=O)c1c(C)[nH]c(C)c1C(=O)COC(=O)/C=C/c1cccc(F)c1,11,-6,-0.4,-2,1,-17,-9,-2.1,2
Cc1cc(C)cc(C(=O)NC(CC(N)=O)c2ccc(NC3CCCCCC3)c([N+](=O)[O-])c2)c1 (stereo not given),.,1,.,-3,.,.,-10,.,6
FC(F)(F)c1cnc(N2CCSCC2)c(Cl)c1,-1,-2,-1.7,-6,-3,0,5,-0.3,2
OCC1(Cc2ccc(Cl)cc2)CCN(CCCc2ccccc2)CC1,-41,-1,0.1,-2,2,16,-12,-2.5,.
CCOC(=O)C1CCCN(C(=O)c2ccc(CS(=O)(=O)Cc3ccccc3C)o2)C1 (stereo not given),1,3,-3.6,-3,-2,-33,-21,-2.9,3
